# Compound activity: PubChem, National Center for Advancing Translational Sciences (NCATS)
# TRPV1 ag: activates the human vanilloid receptor TRPV1; activation, % at 8.33 µM; AID 540275; TRPV1-expressing cells, Fluo-8 calcium influx, agonist mode; Q8NER1; actives 0.19% (n = 320,000); in the data active = activation above about 80%; inconclusive = between about 30% and that limit; note: 0% is about no effect
#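 Fluo-8 calcium influx in TRPV1-expressing cells, kinetic read (ex 480/em 520 nm). Compound added and read 3 min for agonist activity, followed by capsaicin at EC20 final and 2 min further read for enhancement.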
# ELG1 genotox: inducers of genotoxicity in HEK293T ELG1-luciferase cells; HEK293T ELG1-luciferase reporter, luminescence, 16 h; actives 1.3% (n = 330,000); Potency, µM (titrated, usually from 46 µM), for the others: at the top dose activity change, positive = activation, hits mostly activators; note: potency is the fitted concentration of half-maximal effect; % of control where 0% means no effect; nearly all actives have a fitted effect of over 60% in size
#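 ELG1-luciferase HEK293T cells, 2,000/well; compound pinned in; 16 hr, 37 °C, 5% CO2; ONE-Glo, 30 min RT; luminescence on CCD imager.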
# S-ASM inh: human S-ASM enzyme inhibition | placental ASM, HMU-PC fluorogenic substrate, 60 min | Potency, µM (titrated, usually from 57.5 µM), for the others: at the highest dose activity change, negative = inhibition, usual class: inhibitors | P17405 | AID 504937 | actives 0.006% (n = 340,000); note: potency is the fitted concentration of half-maximal effect
#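 HMU-PC0 cleavage (9 uM final) by human placental ASM, 60 min at 37 °C following 10 min compound exposure at RT; stopped at pH 10, fluorescence Ex 386/Em 447 nm.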
# Eya2 phos inh: Eya2 (human) phosphatase inhibition; recombinant Eya2, OMFP fluorescence dephosphorylation (OMFP is methylfluorescein phosphate); Potency, µM (series often up to 76.9 µM), for inactives: at the top dose activity, negative = inhibition, most hits filed as inhibitors; actives 0.006% (n = 330,000); note: potency is the fitted concentration of half-maximal effect; % is set by controls: 0 for no effect and ±100 for the full control effect
# Target sequence (O00167 whole entry, looked up): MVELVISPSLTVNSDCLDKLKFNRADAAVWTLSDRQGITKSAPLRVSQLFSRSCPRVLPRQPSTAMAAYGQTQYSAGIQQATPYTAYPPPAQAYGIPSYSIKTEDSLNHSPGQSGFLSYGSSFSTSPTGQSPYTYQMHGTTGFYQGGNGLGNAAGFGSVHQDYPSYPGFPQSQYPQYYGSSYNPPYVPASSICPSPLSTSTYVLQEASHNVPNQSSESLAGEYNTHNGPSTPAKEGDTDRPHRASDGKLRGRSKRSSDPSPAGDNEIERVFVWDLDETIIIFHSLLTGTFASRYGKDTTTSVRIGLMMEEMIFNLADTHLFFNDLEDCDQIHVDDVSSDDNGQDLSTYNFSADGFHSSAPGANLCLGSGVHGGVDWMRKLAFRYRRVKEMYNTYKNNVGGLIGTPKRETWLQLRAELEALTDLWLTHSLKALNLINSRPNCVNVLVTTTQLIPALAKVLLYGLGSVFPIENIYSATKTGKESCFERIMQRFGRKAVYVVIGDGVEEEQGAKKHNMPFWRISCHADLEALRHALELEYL
#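 Eya2 protein (added as 0.2 uM solution) was preincubated with compound for 10 min at ambient temperature in 50 mM HEPES pH 7.5, 50 mM NaCl, 5 uM MgCl2, 0.05% BSA, 1 mM DTT. OMFP (added at 50 uM) then reacted 10 min; fluorescence read at 485/525 nm.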
# BRCA1 expr up: activators of BRCA1 expression | MCF7-BRCA1-FFLuc reporter, luminescence, 48 h; response scale: scaled: vehicle 0%, 10 µM genistein 100% | AID 624202 | Potency, µM (highest dose often 46.1 µM), inactives show at the top dose activation, usual class: activators | actives 1.1% (n = 380,000); note: potency is the fitted concentration of half-maximal effect; nearly all actives have a fitted effect of over 80% in size; some results filed as inactive show a strong effect at the top dose
#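 Reporter cells (MCF7, BRCA1 promoter-firefly luciferase) received library compounds across a concentration series for 48 h. End-point luminescence was measured and concentration-effect curves derived after normalization.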
# B2AR arrestin: recruits beta-arrestin to the human beta2-adrenergic receptor. actives 0.02% (n = 330,000). P07550. Potency, µM (top dose mostly 46.1 µM), for the others: at the highest dose activation, usual class: activators. beta-arrestin recruitment to beta2AR, cell-based reporter. AID 492947;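 note: potency is the fitted concentration of half-maximal effect; 0% = DMSO controls and full agonism = EC100 isoproterenol or metaproterenol; nearly all actives have a fitted effect of over 65% in size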
# uPA generation: blocks generation of uPA at the cell surface; actives 0.31% (n = 330,000); Potency, µM (doses to about 38.3 µM), inactives show at the top dose activity change, negative = inhibition, actives largely listed as inhibitors; cell surface uPA generation assay, qHTS; active = well fitted inhibition curve with a large enough effect; inconclusive = small, poorly fitted or top-dose-only effect; inactive = no such curve, though single readings can be large or run the other way; tested in mouse RAW 264.7 cells; note: potency is the fitted concentration of half-maximal effect; % is set by controls: 0 for no effect and ±100 for the full control effect; nearly all actives have a fitted effect of over 55% in size
# a7 integrin act: integrin-mediated muscular dystrophy alleviation activation; AID 624291; actives 0.064% (n = 350,000); Potency, µM (titrated, usually from 38.3 µM), inactives show at the highest dose activation, usual class: activators; alpha7betagal myoblasts, beta-gal FDG fluorescence, 48 h;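 note: potency is the fitted concentration of half-maximal effect; 100% = response of the positive control SU9516; nearly all actives have a fitted effect of over 60% in size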
#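 alpha7betagal+/- myoblasts (passage 13, 250/well) treated 48 h at 37C with compounds at 1:260 dilution of DMSO stock. Lysed, then beta-galactosidase activity read as FDG fluorescence (ex 480/em 540) after 30 min, with pre-read for autofluorescence.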
# USP2a inh: blocks human ubiquitin-specific protease USP2a. USP2 core, Ub-CHOP2 coupled fluorogenic reporter, 485/531. Potency, µM (highest dose often 38.3 µM), for inactives: at the top dose activity change, negative = inhibition, most hits filed as inhibitors. actives 0.01% (n = 330,000). AID 463254;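 note: potency is the fitted concentration of half-maximal effect; plate controls were DMSO wells for no effect and full inhibition by NEM control for full effect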
#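 USP2 core (10nM final) preincubated 30min RT with compound in 20mM Tris-HCl pH 8.0, 2mM CaCl2, 2mM beta-mercaptoethanol, 0.05% CHAPS; 25nM Ub-CHOP2 plus 25nM reporter substrate added, fluorescence (Ex485/Em531) read after 60min.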
# PTAP TSG101 blk: blocks PTAP/TSG101 interaction to inhibit HIV-1 budding. Q99816. Fluorescence polarization, FITC-PTAP peptide / Tsg101 binding. Potency, µM (doses to about 115 µM), for the others: at the top dose activity change, negative = inhibition, hits mostly inhibitors. 340,000 tested, under 10 active. AID 493005; active = well fitted inhibition curve with a large enough effect in the main read-out, with a control signal flat, not every such curve was filed as active; inconclusive = small, poorly fitted or top-dose-only effect, or effect the other way, or a change in a side signal; inactive = no such curve, though single readings can be large or run the other way; note: potency is the fitted concentration of half-maximal effect; % of control where 0% means no effect
# Target sequence (Q99816 whole entry, looked up): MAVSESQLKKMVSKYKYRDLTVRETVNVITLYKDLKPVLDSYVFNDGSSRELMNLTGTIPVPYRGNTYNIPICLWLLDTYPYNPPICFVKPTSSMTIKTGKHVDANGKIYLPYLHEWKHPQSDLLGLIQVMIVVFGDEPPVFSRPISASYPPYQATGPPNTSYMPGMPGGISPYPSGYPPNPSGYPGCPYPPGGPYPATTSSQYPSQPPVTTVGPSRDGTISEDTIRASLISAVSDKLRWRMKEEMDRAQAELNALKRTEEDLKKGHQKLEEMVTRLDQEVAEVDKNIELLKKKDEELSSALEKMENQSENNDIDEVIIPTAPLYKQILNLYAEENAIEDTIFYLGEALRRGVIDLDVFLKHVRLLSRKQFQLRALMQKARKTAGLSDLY
#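 Steps: Tsg101 binding domain dispensed (10 uM final), compounds pinned in DMSO, FITC-labeled PTAP-motif peptide added (50 nM final); after 20 min binding at room temperature, polarization measured.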
# p53 reactivator: mutant p53 re-activation in reporter cells; actives 0.063% (n = 320,000); Potency, µM (highest dose often 92.2 µM), for the others: at the highest dose activity change, positive = activation, usual class: activators; H1299 p53-A138V BP100-luciferase reporter, luminescence, 24 h; note: potency is the fitted concentration of half-maximal effect; % of control where 0% means no effect; nearly all actives have a fitted effect of over 45% in size
#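 H1299 (p53-null), stable ts p53-A138V + BP100-Luc; 1000 cells/well, Opti-MEM/10% FBS; cpd 4 pt, 1:5; 24 h, 37 deg C, 5% CO2; detection reagent 10 min RT; luminescence.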
# The depositor's hits bear a star; u = inconclusive; x = no result given; [ ] = remark or other dose. Unless noted, calls come from the whole dose curve; as a rule, active = well fitted curve in the direction sought with a large enough effect; inconclusive = small, poorly fitted or top-dose-only effect, or another doubt; inactive = no such curve, though single readings can be large; an effect the other way counts as inactive or inconclusive. Only part of the results is shown (hit frequency here may not be typical).
No. | compound | TRPV1 ag | ELG1 genotox | S-ASM inh | Eya2 phos inh | BRCA1 expr up | B2AR arrestin
1 | C=CCc1cc(C=C2C(=O)N(C)C(=O)N(C)C2=O)cc(OCC)c1OCc1ccccc1 | 11 | -1% | -13% | 2% | -40% | 0.0%
2 | Cc1ccc(S(=O)(=O)N2CN3CCN(C3)C2)cc1 | -1 | 3% | -1% | 1% | 13% | -0.1%
3 | CCCCNC(=O)Nc1ccc(C(O)(C(=O)OCC)C(F)(F)F)cc1 (stereo unspecified) | u | -2% | 1% | 20% | 19% | 0.0%
4 | COc1ccccc1CN1CCN(C(=O)COc2cccc(C)c2)CC1 | 15 | -4% | 9% | 1% | 20% | 0.2%
5 | CC1=NN(c2ccccc2)C(=O)/C1=C/c1c(O)[nH]c(=S)[nH]c1=O | -4 | -1% | -14% | 4% | -19% | -0.4%
6 | O=C(c1cccc2ccccc12)C1CCCN(C2CCC2)C1 (stereo unspecified) | -1 | 0% | -3% | -7% | -11% | -0.3%
7 | COc1ccc(C(C)=O)cc1CC(C(=O)c1ccc(F)cc1)N(C)C (stereo unspecified) | 11 | 1% | -1% | -10% | -2% | -1.9%
8 | C=C(C)C(Cc1c(OC)ccc(C(=O)/C=C/c2ccc(O)cc2)c1O)OO (stereo unspecified) | x | 11% | u | 8% | 22% | 5.7%
9 | Clc1ccc(C2N3CCCN23)c(Cl)c1 (stereo unspecified) | 3 | 1% | 4% | -26% | 4% | -0.9%
10 | COC(=O)C1=C(C)N(c2cc(C)cc(C)c2)/C(=C/c2ccc(O)cc2)C1=O | 29 | -11% | -23% | -4% | -31% | -1.0%

No. | uPA generation | a7 integrin act | USP2a inh | PTAP TSG101 blk | p53 reactivator
1 | 0% | -45%[inhibitor] | 0% | 0% | -11%
2 | -3% | 8% | 2% | -4% | 13%
3 | x | 3%[7.66 µM] | 1% | 1% | 2%
4 | 0% | 16% | -1% | -8% | 10%
5 | 6% | 11% | 2% | -5% | -9%
6 | 2% | -15% | 4% | -1% | -3%
7 | 0% | -20% | -2% | 0% | 4%
8 | u | -36% | -3% | 1% | u
9 | 3% | 25% | 3% | -5% | 10%
10 | u | -16% | 2% | -15% | -1%

# Carrying on:
No. | compound | TRPV1 ag | ELG1 genotox | S-ASM inh | Eya2 phos inh | BRCA1 expr up | B2AR arrestin
11 | O=C(O)c1cc2ccccc2oc1=O | -2 | u | 2% | -13% | 19% | -0.1%
12 | CCOP(=S)(OCC)c1ccc(N(C)C)cc1 | -6 | 2% | 4% | -4% | 14% | -0.2%
13 | CCOc1ccc(NC(=O)c2c(C)nn(Cc3ccccc3)c2Cl)cc1 | u | u | x | -10% | -10% | -0.6%
14 | O=S(=O)(c1ccccc1)N1CCN2CCCC2C1 (stereo unspecified) | 2 | -5% | 0% | 1% | 16% | 0.2%
15 | CCn1c(O)c(C=Nc2ccc(S(N)(=O)=O)cc2)c(=O)n(CC)c1=S | -3 | -2% | 0% | 3% | -23% | -0.5%
16 | COc1ccc(C(CC(=O)N2CCC3(CC2)OCCO3)NS(=O)(=O)c2ccc(F)cc2)cc1 (stereo unspecified) | 1 | -3% | 1% | -21% | -1% | 0.0%
17 | CN(C)C1=NC(N(C)C)=NP(N(C)C)(N(C)C)=N1 | -2 | 1% | 1% | 6% | 4% | 0.0%
18 | C[C@H]1CCC/C=C/C2C[C@H](O)CC2[C@H](O)/C=C/C(=O)O1 (stereo partly specified) | 1 | -9% | -6% | 0% | x | -0.3%
19 | Clc1ccc(N2CC2c2ccncc2)cc1 (stereo unspecified) | -2 | 3% | -1% | 1% | -12% | 0.1%
20 | C=C(C)Cn1c(=O)n(CC2CS2)c2ccccc21 (stereo unspecified) | 8 | -3% | 3% | 0% | -11% | -0.4%

No. | uPA generation | a7 integrin act | USP2a inh | PTAP TSG101 blk | p53 reactivator
11 | 2% | 24% | -1% | -2% | 15%
12 | x | u | -2% | -7% | 11%
13 | 5% | 12% | 3% | -5% | 5%
14 | -3% | -8% | 1% | 0% | 13%
15 | 6% | 6% | 0% | 5% | -5%
16 | -7% | 0% | 0% | 1% | -9%
17 | 5% | -17% | 0% | -3% | -13%
18 | 0.32µM* | x | 3% | -12% | -2%
19 | 0% | -16% | 0% | 0% | 7%
20 | -5% | -36% | 0% | 0% | 1%

# Complete entries as entered above. Values in the order: TRPV1 ag	ELG1 genotox	S-ASM inh	Eya2 phos inh	BRCA1 expr up	B2AR arrestin	uPA generation	a7 integrin act	USP2a inh	PTAP TSG101 blk	p53 reactivator
# Entry for COc1ccc(C(CC(=O)N2CCC3(CC2)OCCO3)NS(=O)(=O)c2ccc(F)cc2)cc1 (stereo unspecified) = 1	-3%	1%	-21%	-1%	0.0%	-7%	0%	0%	1%	-9%
# Entry for CCOc1ccc(NC(=O)c2c(C)nn(Cc3ccccc3)c2Cl)cc1 = u	u	x	-10%	-10%	-0.6%	5%	12%	3%	-5%	5%
# Entry for O=C(O)c1cc2ccccc2oc1=O = -2	u	2%	-13%	19%	-0.1%	2%	24%	-1%	-2%	15%
# Entry for Clc1ccc(N2CC2c2ccncc2)cc1 (stereo unspecified) = -2	3%	-1%	1%	-12%	0.1%	0%	-16%	0%	0%	7%

# (more compounds)
No. | compound | TRPV1 ag | ELG1 genotox | S-ASM inh | Eya2 phos inh | BRCA1 expr up | B2AR arrestin
21 | COc1ccc(OC)c(C(c2c(O)c3ccccc3oc2=O)c2c(C)n(C)n(-c3ccccc3)c2=O)c1 (stereo unspecified) | 2 | 0% | 7% | -4% | 6% | -0.1%
22 | Cc1cc(OCC(=O)N2C[C@H]3C[C@@H](C2)c2cccc(=O)n2C3)c2c(C)cc(=O)oc2c1 | 0 | 6% | 1% | -4% | -8% | -0.2%
23 | COC(=O)C1C(O)CC2CCC1N2C (stereo unspecified) | x | 2% | 6% | u | 2% | 0.4%
24 | Cc1ccc(C)c(N2CCN(S(=O)(=O)c3ccc4c(c3)oc(=O)n4C)CC2)c1 | 2 | -4% | -7% | -1% | -41% | 0.2%
25 | OC12ONC(c3ccccn3)C1N1CCC2CC1 (stereo unspecified) | 0 | 4% | 5% | 0% | -1% | 18µM*
26 | CCCCCCC(=O)c1c(O)n(-c2ccc(OC)cc2)c(=O)[nH]c1=O (tested in a mixture with another compound) | 2 | 0% | 1% | -4% | -11% | -0.3%
27 | COC1=CC(=O)O[C@@H](/C=C/c2ccccc2)C1 | 3 | u | 1% | -1% | 21% | -0.1%
28 | C=CCN1C(=O)/C(=C/c2cc(C)n(-c3ccccn3)c2C)C(=O)NC1=S | -4 | u | 3% | -4% | -14% | -0.5%
29 | CC(C)OC1CCCC(O)C1CC(=O)O (stereo unspecified) | 0 | 0% | 4% | -12% | 17% | 0.8%
30 | FC(F)(F)c1cccc(-n2nnnc2C2(N3CCOCC3)CCCCC2)c1 | 23 | -5% | -3% | 1% | 6% | -2.3%

No. | uPA generation | a7 integrin act | USP2a inh | PTAP TSG101 blk | p53 reactivator
21 | 10% | 7% | 0% | -1% | -4%
22 | -2% | -15% | 3% | -2% | x
23 | 7% | x | -5% | -1% | 7%
24 | x | 0% | -2% | -3% | u
25 | -11% | 20% | 3% | -3% | -33%[inhibitor]
26 | 4% | 19% | 7% | -4% | -3%
27 | 11% | x | 5% | -1% | 7%
28 | 2% | 7% | 3% | -2% | 5%
29 | 25% | 5% | 0% | 0% | 0%
30 | 28% | 13% | -1% | 0% | 3%

# The listing continues:
No. | compound | TRPV1 ag | ELG1 genotox | S-ASM inh | Eya2 phos inh | BRCA1 expr up | B2AR arrestin
31 | COc1ccccc1CCNC(=O)CCC(=O)N1CC2C[C@@H](C1)Cn1c2cccc1=O | 3 | -1% | -1% | 9% | 17% | -0.4%
32 | CCN(CC)c1ccc(N=Cc2c(O)n(-c3cc(OC)ccc3OC)c(=O)[nH]c2=O)cc1 | 7 | -8% | -7% | -3% | -8% | 1.9%
33 | C[C@@H](NC(=O)c1nc[nH]c1C(=O)NCc1ccc(CNC(=O)OC(C)(C)C)cc1)c1ccccc1 | 2 | -12% | -6% | -18% | -55% | 0.6%
34 | Cc1ccc(OP(=O)(O)Oc2ccc(C)cc2)cc1 | x | x | 4% | x | -8% | x

No. | uPA generation | a7 integrin act | USP2a inh | PTAP TSG101 blk | p53 reactivator
31 | 2% | 6% | 1% | -1% | 13%
32 | -5% | -39% | 2% | 12% | -4%
33 | -10% | 21% | -7% | x | -1%
34 | 1% | 3% | x | -3% | x
